Assay outcomes from PubChem.
FH mod: Identification of activators of human fumarate hydratase by quantitative high-throughput screening | 54,000 tested, 0.22% active | Fumarate hydratase, mitochondrial (Homo sapiens), P07954 | Potency, µM (highest dose often 79.9 µM), inactives show top-dose activity change, negative = inhibition, hits mostly inhibitors | FH coupled MDH/diaphorase resazurin fluorescence, 15 min; also: potency is read from the fitted curve at half-maximal effect; % is scaled to controls: 0 for no effect and ±100 for the full control effect; the screen sought activators but most active calls are inhibition curves; nearly all actives have a fitted effect of over 45% in size
p53null 32C kill: selectivity test: cytotoxicity in p53 null cells, permissive temperature; Potency, µM (series often up to 46.1 µM), for the others: top-dose activity change, negative = cytotoxicity, most hits filed as cytotoxic; 55,000 tested, 0.62% active; H1299-neo p53 null cells, ATP luminescence, 24 h, 32C;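 also: potency is read from the fitted curve at half-maximal effect; 0% = DMSO only and -100% = full killing by 100 µM tamoxifen; nearly all actives have a fitted effect of over 55% in size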
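We seeded p53-null H1299-neo cells, incubated them overnight at 37C, and added compounds across a range up to 46 uM. After 24 hours at 32C, ATP reagent was applied for 20 min at room temperature and luminescence recorded.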
p53null 39C tox: p53 null cell cytotoxicity, nonpermissive temperature; 55,000 tested, 0.97% active; Potency, µM (top dose mostly 46.1 µM), inactives show at the highest dose activity, negative = cell killing, actives largely listed as cytotoxic; H1299 p53-null (neo) cells, 39C, ATPlite viability, 24 h;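 also: potency is read from the fitted curve at half-maximal effect; 0% = DMSO only and -100% = full killing by 100 µM tamoxifen; nearly all actives have a fitted effect of over 50% in size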
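Concentration-response (up to 46 uM) was run for 24 h at the nonpermissive 39C on H1299-p53A138V or H1299-neo cells. ATP content was measured with ATPlite luminescence. AC50 values were Hill-modeled after normalizing between DMSO and 100 uM tamoxifen killing.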
GALK inhibitor: inhibits human galactokinase; Potency, µM (doses to about 57.5 µM), for the others: top-dose activity, negative = inhibition, most hits filed as inhibitors; 44,000 tested, under 10 active; recombinant GALK, Kinase-Glo ATP luminescence, 1 h; P51570; AID 1347072;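 also: plate controls were full GALK reaction for no effect and reaction lacking GALK for full effect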
Target sequence (P51570 whole entry, looked up): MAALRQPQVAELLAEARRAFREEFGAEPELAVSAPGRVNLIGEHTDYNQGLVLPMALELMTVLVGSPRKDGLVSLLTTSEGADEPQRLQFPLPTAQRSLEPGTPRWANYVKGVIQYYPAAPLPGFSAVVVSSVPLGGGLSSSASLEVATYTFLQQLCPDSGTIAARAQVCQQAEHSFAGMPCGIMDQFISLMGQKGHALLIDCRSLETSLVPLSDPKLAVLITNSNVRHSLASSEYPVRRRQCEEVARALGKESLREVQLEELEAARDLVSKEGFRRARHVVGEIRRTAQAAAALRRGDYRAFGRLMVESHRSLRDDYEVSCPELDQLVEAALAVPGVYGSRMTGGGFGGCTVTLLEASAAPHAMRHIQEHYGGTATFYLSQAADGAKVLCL
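Human GALK (5 nM) was incubated with 35 uM ATP and 100 uM galactose in 20 mM HEPES pH 8.0 with MgCl2, NaCl, DTT and BSA for 1 h at room temperature. Remaining ATP was measured by Kinase-Glo Plus luminescence.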
PTAP-TSG101 blk: blocks PTAP binding to human TSG101, validation; Q99816; Fluorescence polarization, FITC-PTAP peptide/Tsg101, 20 min; Potency, µM (series often up to 115 µM), for the others: top-dose activity change, negative = inhibition, actives largely listed as inhibitors; 44,000 tested, under 10 active; AID 1347069; also: potency is read from the fitted curve at half-maximal effect; 0% is about no effect
Target sequence (Q99816 whole entry, looked up): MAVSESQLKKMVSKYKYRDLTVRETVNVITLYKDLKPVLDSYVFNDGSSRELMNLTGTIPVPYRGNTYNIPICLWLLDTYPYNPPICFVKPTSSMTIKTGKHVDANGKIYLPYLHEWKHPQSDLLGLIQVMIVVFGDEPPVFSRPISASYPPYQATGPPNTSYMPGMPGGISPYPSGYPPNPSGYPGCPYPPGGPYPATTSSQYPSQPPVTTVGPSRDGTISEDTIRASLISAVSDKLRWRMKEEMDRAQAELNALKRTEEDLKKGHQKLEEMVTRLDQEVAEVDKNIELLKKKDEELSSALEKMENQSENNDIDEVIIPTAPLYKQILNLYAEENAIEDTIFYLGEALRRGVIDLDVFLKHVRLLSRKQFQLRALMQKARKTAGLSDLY
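FITC-labeled PTAP peptide (50 nM final) binding to Tsg101 binding domain (10 uM final) read by fluorescence polarization after 20 min at r.t. in HEPES pH 7.5 buffer. Actives by CRC class, <25 µM.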
NTMT1 inh: inhibitors of human N-terminal methyltransferase NTMT1; Potency, µM (highest dose often 114 µM), for the others: at the top dose activity change, negative = inhibition, most hits filed as inhibitors; 59,000 tested, 2.5% active; NTMT1 MTase-Glo SAH luminescence, purified enzyme; AID 1645870; Q9BV86;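 also: potency is read from the fitted curve at half-maximal effect; plate controls were DMSO vehicle for no effect and no enzyme for full effect; nearly all actives have a fitted effect of over 65% in size; many of its hits are not listed in these tables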
Target sequence (Q9BV86 whole entry, looked up): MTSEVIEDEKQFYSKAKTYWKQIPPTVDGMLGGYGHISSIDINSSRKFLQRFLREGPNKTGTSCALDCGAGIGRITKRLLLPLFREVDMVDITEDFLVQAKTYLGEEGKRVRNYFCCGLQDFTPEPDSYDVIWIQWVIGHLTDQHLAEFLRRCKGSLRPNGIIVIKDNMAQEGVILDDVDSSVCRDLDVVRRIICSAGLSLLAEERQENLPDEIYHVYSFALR
B2AR arrestin ag: agonists recruiting beta-arrestin to human beta2-adrenergic receptor; P07550; HTLA Tango cells, beta-arrestin recruitment, luciferase luminescence, 18 h; Potency, µM (highest dose often 46.1 µM), for inactives: top-dose activation, actives largely listed as activators; 44,000 tested, under 10 active; AID 1347077;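 also: potency is read from the fitted curve at half-maximal effect; 0% = DMSO and full agonism = EC100 isoproterenol or metaproterenol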
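Tango cells (recombinant beta2-AR, beta-arrestin, tTA-driven luciferase), 1500/well in DMEM 1% FBS, treated 18 h at 37 °C with compounds up to 46 µM; luciferin mix added, luminescence read after 15 min; %activity curves fitted and curve-classed.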
Starred values were filed as active, the others as inactive; ? = inconclusive; . = no result given; [ ] = another dose, or the depositor's remark. Calls follow the shape of the dose curve; as a rule, active = well fitted curve in the direction sought with a large enough effect; inconclusive = small, poorly fitted or top-dose-only effect, or another doubt; inactive = no such curve, though single readings can be large; an effect the other way counts as inactive or inconclusive.

Start of the data: the first two compounds, to show the layout:
SMILES | FH mod | p53null 32C kill | p53null 39C tox | GALK inhibitor | PTAP-TSG101 blk | NTMT1 inh | B2AR arrestin ag
COc1ccc(CNC(=O)CCc2c(C)nn(-c3ccc(N4CCOCC4)nn3)c2C)c(OC)c1 | 10% | -2% | -10% | 0% | 2% | 1% | 6%
Clc1ccc(CN2CCN(c3ncnc4sc5c(c34)CCCC5)CC2)cc1Cl | -15% | 7% | 17% | -3% | -1% | 16% | 0%

The whole of this part, from the first entry:
SMILES | FH mod | p53null 32C kill | p53null 39C tox | GALK inhibitor | PTAP-TSG101 blk | NTMT1 inh | B2AR arrestin ag
COc1ccc(CNC(=O)CCc2c(C)nn(-c3ccc(N4CCOCC4)nn3)c2C)c(OC)c1 | 10% | -2% | -10% | 0% | 2% | 1% | 6%
Clc1ccc(CN2CCN(c3ncnc4sc5c(c34)CCCC5)CC2)cc1Cl | -15% | 7% | 17% | -3% | -1% | 16% | 0%
O=C(CCSCc1ccc(Cl)cc1)NCc1ccc(F)cc1Cl | -25% | 15% | -16% | -1% | -4% | 2% | 0%
CC1CCCCN1C(=O)Cn1c(SCC(=O)N(C)c2ccccc2)nc2ccccc21 (stereo unspecified) | -9% | -1% | 4% | -2% | -2% | 0% | 1%
COc1cc(C2C(=O)N(C3CCCCC3)CC(=O)N2CCC2=CCCCC2)ccc1OC(C)C (stereo unspecified) | . | -9% | 17% | 0% | -9% | . | -2%
Cc1c(C(=O)N(Cc2ccc(N(C)C)cc2)C2CCS(=O)(=O)C2)oc2ccccc12 (stereo unspecified) | -10% | 2% | -27% | 4% | -3% | -1% | 0%
CCC(=O)N1CCc2cc(S(=O)(=O)NC(CC(C)C)C(=O)NCCc3ccccc3)ccc21 (stereo unspecified) | 11% | 9% | -2% | 0% | -11% | -5% | -2%
O=C(Nc1ccc(C(=O)OCc2cc(=O)n3c4c(sc3n2)CCCC4)cc1)c1cccc(F)c1 | 27% | -8% | 4% | 2% | -2% | 2% | 0%
COc1ccc2c(CC(=O)Nc3ccc(C)cc3)coc2c1 | -6% | -5% | 4% | -12% | 2% | 4% | 0%
Cc1cccn2c(=O)c3cc(C(=O)NC(C)(C)C)n(C)c3nc12 | -21% | 5% | ? | 3% | -1% | ? | -1%
CCc1ccc(-n2c(C)nnc2SCc2nc(-c3ccc(OC)cc3)no2)cc1 | -9% | 2% | -14% | 4% | -1% | -5% | -1%
COc1cccc(-c2cc(C(=O)Nc3cc(C)nn3-c3ccccc3)no2)c1 | . | 4% | -6% | 2% | -3% | . | 0%
CCCOc1ccc(C2c3c(-c4c(C)cc(C)cc4O)n[nH]c3C(=O)N2CCO)cc1 (stereo unspecified) | 4% | 2% | -13% | 0% | 0% | 12% | -1%
Cc1ccc(N2CC(NC(=O)c3ccc(S(=O)(=O)N4CCCCC4)cc3)CC2=O)cc1 (stereo unspecified) | 2% | -3% | 9% | 1% | -2% | -7% | -2%
CC(=O)Nc1ccc(NS(=O)(=O)c2c(C(=O)N3CCC(C)CC3)c(C)n(C)c2C)cc1 | 1% | 8% | -12% | -1% | -2% | -3% | 0%
COc1ccc(C2C(=O)N(C3CCCCCC3)CC(=O)N2CCc2ccc(Cl)cc2)cc1OC (stereo unspecified) | . | -5% | -2% | 1% | -4% | . | -1%
Cc1cc(C)cc(NC(=O)CSc2c(C(C)C)cnc3c2c(=O)n(C)c(=O)n3C)c1 | -3% | 1% | 0% | 3% | -1% | 4% | 0%
CC(=O)N1CCc2cc(S(=O)(=O)NC(CC(C)C)C(=O)Nc3ccc(C(C)C)cc3)ccc21 (stereo unspecified) | -15% | 12% | 24% | -1% | 0% | 9% | 0%
CC(=O)Nc1ccccc1-c1nc2ccccc2n(CC(=O)Nc2cccc(C)c2C)c1=O | 0% | -3% | 7% | -10% | -5% | -28% | -1%
CSc1ccc(-c2nc3cccc(C)n3c2Nc2ccc3c(c2)OCO3)cc1 | ? | 26% | 8% | 1% | -3% | ? | 0%
COc1cccc(N2CCN(S(=O)(=O)c3cn(C)c(C)n3)CC2)c1 | -2% | 5% | -10% | -3% | 0% | 28% | -1%
CCOc1cc(C(=O)Nc2cc3c(cc2N2CCCC2)n(C)c(=O)c(=O)n3C)cc(OCC)c1OCC | ? | 1% | -16% | 1% | 4% | -4% | 1%
CCOc1ccccc1NC(=O)c1ccc2oc(=O)c(S(=O)(=O)c3ccc(F)cc3)cc2c1 | -11% | 2% | ? | 7% | 0% | 5% | 0%
Cc1cccc(C)c1OCC(=O)Nc1nonc1-c1ccc(Br)cc1 | -18% | -9% | -4% | -1% | -3% | 13% | -1%
CCCc1cc(C(=O)Nc2c(C)nn(Cc3ccc(Cl)c(Cl)c3)c2C)no1 | . | 40%[activator] | 12% | 2% | 1% | . | 1%
COc1cccc(NC(=O)CSC2=Nc3ccccc3C3=NC(CC(=O)NC4CCCCC4)C(=O)N23)c1 (stereo unspecified) | -16% | 1% | 12% | 0% | -3% | 5% | 7%
Cn1ccc2cc(S(=O)(=O)N3CCC(C(=O)NCCc4ccccc4)CC3)ccc21 | -7% | 1% | -9% | -4% | 0% | ? | 0%
COc1cc(NC(=O)c2cc3c(=O)n(Cc4cccs4)ccc3nc2C)cc(OC)c1OC | -20% | 16% | -4% | 3% | 3% | 4% | -1%
Cc1ccc(NS(=O)(=O)c2ccc(-n3cccn3)cc2)c(Br)c1 | -13% | 11% | 4% | -5% | -11% | 1% | -1%
CCOc1ccccc1N(C)C(=O)Cn1nc(Cc2ccncc2)c2ccccc2c1=O | 11% | -1% | 2% | -1% | -16% | 1% | 1%
Cc1ccc(CN2CCCn3nc(C(=O)NCCc4ccccc4Cl)cc3C2=O)cc1 | -1% | 7% | 6% | -2% | -1% | 6% | 0%
CCC1CCCCN1S(=O)(=O)c1ccc(NC(=O)c2cc(=O)c3c(C)cc(C)cc3o2)cc1 (stereo unspecified) | 1% | -3% | -4% | -1% | -1% | 24% | -1%
Cc1ccc(-c2nnc(SCC(=O)NC3CCCC3)nc2-c2ccc(C)cc2)cc1 | -25% | 27% | 46%[activator] | -3% | -4% | 3% | 0%
CC1=C(c2ccc(C)cc2)S(=O)(=O)NC1=NCc1cccc(F)c1 | 5% | -4% | 8% | 0% | -3% | 20% | -2%
COc1ccc(/C=C/C(=O)Nc2nc3n(n2)C(c2ccccc2)C=C(c2ccccc2)N3)cc1 (stereo unspecified) | -7% | 5% | 6% | 0% | 2% | 22% | 0%
CCNC(=O)c1ccc(-n2c(-c3ccccc3)cc3c2CCCCC3)cc1 | 5% | -4% | 52%[activator] | 0% | 4% | -20% | 0%
CCOCCCn1c(SCC(=O)Nc2ccc(F)cc2)nc2c(sc3ccccc32)c1=O | 9% | -7% | 1% | 1% | 3% | 5% | -3%
CS(=O)(=O)NCCc1csc2nc(-c3ccccc3)nn12 | -8% | -6% | 3% | -4% | 0% | ? | -4%
Cc1cc(C)cc(-n2c(SCC(=O)N3CCc4ccccc43)nc3c([nH]c4ccccc43)c2=O)c1 | 7% | 0% | 8% | 0% | -3% | -13% | 0%
COc1cccc(CNC(=O)CN2C(=O)CSc3ccc(S(=O)(=O)N(C)C)cc32)c1 | -2% | -15% | 7% | 1% | 1% | -1% | 1%
Cc1ccc(-n2nc(C(=O)NCCc3cccc(C)c3)c3c4ccccc4n(C)c3c2=O)cc1 | -10% | 4% | 12% | 8% | 0% | -6% | 1%
Cc1ccc(OCCn2cc(C(=O)c3ccco3)c3ccccc32)cc1C | -21% | 4% | 3% | 1% | -2% | 4% | 1%
CC1=C(c2ccc(C)c(C)c2)S(=O)(=O)N=C1N1CCC(C(=O)NC(C)Cc2ccco2)CC1 (stereo unspecified) | -8% | 9% | 20% | 8% | -4% | -7% | 0%
Cc1cccc(N2CCN(CCCNC(=O)c3sc4ncccc4c3-n3cccc3)CC2C)c1 (stereo unspecified) | ? | 12% | -5% | -1% | -1% | -16% | -1%
O=C(CCc1nc(CN2CCN(S(=O)(=O)c3ccc(Cl)cc3)CC2)no1)N1CCCCC1 | 4% | 5% | -6% | 1% | 2% | 4% | 1%

Fetched by compound from above:
SMILES | FH mod | p53null 32C kill | p53null 39C tox | GALK inhibitor | PTAP-TSG101 blk | NTMT1 inh | B2AR arrestin ag
COc1cccc(CNC(=O)CN2C(=O)CSc3ccc(S(=O)(=O)N(C)C)cc32)c1 | -2% | -15% | 7% | 1% | 1% | -1% | 1%
CCOCCCn1c(SCC(=O)Nc2ccc(F)cc2)nc2c(sc3ccccc32)c1=O | 9% | -7% | 1% | 1% | 3% | 5% | -3%

The listing continues:
SMILES | FH mod | p53null 32C kill | p53null 39C tox | GALK inhibitor | PTAP-TSG101 blk | NTMT1 inh | B2AR arrestin ag
Cc1ccc(-n2nc3c(N4CCC(C(=O)NC(C)c5ccccc5)CC4)nnc(C)c3c2C)cc1 (stereo unspecified) | -19% | -88% | ? | -1% | 1% | ? | 2%
Cc1cccc(-n2ncc3c(Nc4ccc(Oc5ccc(Cl)cc5)cc4)ncnc32)c1 | -21% | 43%[activator] | 61%[activator] | -5% | -9% | -5% | -3%
Cc1ccc(-n2nc(C)c3c(C)cc(=O)n(CC(=O)NCc4ccc(OC(C)C)cc4)c32)cc1 | 1% | -10% | 5% | 1% | -5% | -15% | 3%
Cc1ccc(C)c(NC(=O)C2CCCN2S(=O)(=O)c2ccc3c(c2)n(C)c(=O)c(=O)n3C)c1 (stereo unspecified) | -17% | -4% | -16% | 6% | 2% | -10% | -2%
COc1cccc(NS(=O)(=O)c2ccc3c(c2)N(C)C(=O)CC(=O)N3C)c1 | 2% | -10% | -7% | 3% | 0% | 11% | -1%
Cc1nn(CCC(=O)NCc2cccc(Br)c2)c(=O)c2nn(-c3ccccc3)c(C)c12 | 12% | 6% | 2% | -1% | -8% | 3% | 0%
CCc1ccc(S(=O)(=O)Nc2ccc(-c3ccc(N4CCCCCC4)nn3)cc2)cc1 | . | 2% | 11% | 0% | 0% | . | 0%
Cc1ccc(C(=O)Nc2nnc(S(=O)(=O)N3CCOCC3)s2)cc1 | -4% | 1% | -3% | 1% | 0% | 16% | 0%
CC1CCN(C(=O)CSc2nc(-c3ccc(C(C)C)cc3)no2)CC1 | -13% | ? | ? | -1% | -4% | 11% | 0%
Cc1ccccc1NC(=O)CSc1nc(-c2ccccc2C)nc2cc(=O)[nH]n12 | 4% | -2% | 9% | -1% | 1% | 12% | 1%
Cc1ccccc1-c1nnn(CC(=O)Nc2sc3c(c2C#N)CCC(C(C)(C)C)C3)n1 (stereo unspecified) | -4% | -7% | -8% | 3% | 0% | 8% | 0%
CCc1ccc(NC(=O)CN(c2ccc(C)cc2)S(=O)(=O)c2c(C)nn(C)c2C)cc1 | -14% | 0% | -14% | -2% | 0% | -12% | 1%
CSCCC(NS(=O)(=O)c1ccc2c(c1)oc(=O)n2C)C(=O)N1CCN(c2cc(C)ccc2C)CC1 (stereo unspecified) | ? | -16% | 9% | -6% | 0% | -22% | -1%

These rows are one share of the data (hit frequency here may not be typical).
